# Source: PubChem BioAssay
# GPR55 beta-arrestin – selective activators of receptor GPR55 – imaging, U2OS cells, beta-arrestin-GFP redistribution, primary screen (AID 1961); U2OS GPR55 beta-arrestin-GFP redistribution imaging; higher % means a stronger effect; one-dose activation, % at 10 µM; EC50 in µM for titrated hits; actives 0.048% (n = 290,000);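 active = activation above 40% with more than 50 cells counted in the well; inconclusive = wells holding fewer than 50 cells, flagged as toxic or sparse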;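 also: U2OS osteosarcoma cells stably expressing GPR55 and beta-arrestin-GFP; plate controls were DMSO negative control for no effect and LPI positive control for full effect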
# KOR beta-arrestin-1 – kappa opioid receptor blockers – cell-based, luminescence, uHTS (AID 1778); actives 0.091% (n = 290,000); inhibition, % at 10 µM; hits with a dose series show IC50 in µM; KOR beta-arrestin recruitment, luminescence, antagonist mode; higher % means a stronger effect; in the data active = inhibition above about 50%; also: strong numbers were not always called active
# West Nile virus CPE – West Nile virus antiviral activity, cell-based, CPE readout (AID 1621) | West Nile virus-infected cells, CPE inhibition; higher % means a stronger effect | one-dose CPE inhibition, % at 10 µM; IC50 in µM for titrated hits | actives 0.02% (n = 290,000); in the data active = a potency from the dose series; inconclusive = CPE inhibition mostly from about 3.7% at the one dose, without a potency; inactive = the rest, 99 in 100 with CPE inhibition below about 2.2%; also: strong numbers were not always called active
# GPR35 antagonists – GPR35 antagonists blocking zaprinast-driven arrestin recruitment, primary screen, imaging, U2OS, beta-arrestin-GFP, zaprinast agonist (AID 2058). actives 0.052% (n = 290,000). inhibition, % at 10 µM; hits with a dose series show IC50 in µM. U2OS GPR35 beta-arrestin-GFP translocation imaging, zaprinast antagonism; higher % means a stronger effect;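 active = inhibition of at least 50% with at least 30 cells and total cytoplasm GFP at most 10,000,000; inconclusive = under 30 cells or total GFP of 10,000,000 plus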
# GPR55 LPI antagonism – inhibition of LPI-stimulated GPR55 beta-arrestin translocation – imaging, U2OS, beta-arrestin-GFP, LPI agonist, primary screen (AID 2013). U2OS GPR55 beta-arrestin-GFP translocation imaging, LPI antagonism; higher % means a stronger effect. one-dose inhibition, % at 10 µM; IC50 in µM for titrated hits. actives 0.13% (n = 290,000);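 active = spots per cell inhibited over 60%, with over 100 cells counted and total cytoplasm intensity under 500,000; inconclusive = wells with under 100 cells, flagged as likely toxic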;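 also: U2OS cells stably carrying GPR55 and arrestin-GFP stimulated by 5 µM LPI near EC80; imaged beta-arrestin-GFP aggregate spots per cell after agonist stimulation; plate controls were LPI-stimulated DMSO wells for no effect and DMSO wells without LPI for full effect; some results filed as inactive read as strong as hits; confirmed hits need IC50 under 10 µM and bright autofluorescent wells are also inconclusive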
# KOR beta-arrestin-2 – kappa opioid receptor activators – cell-based, luminescence, uHTS, primary screen (AID 1777); KOR beta-arrestin recruitment, luminescence; higher % means a stronger effect; activation, % at 10 µM, or EC50 in µM where a hit was titrated; actives 0.02% (n = 280,000); in the data active = activation above about 50%, passing the limit was not always enough; also: a part of the inactive calls stands beside numbers as strong as those of hits
# NOD1 inhibition – NOD1 signaling inhibitors, primary screen, cell-based, luminescence, uHTS (AID 1578) | one-dose inhibition, % at 4 µM; EC50 in µM for titrated hits | actives 1% (n = 290,000) | NOD1-driven NF-kB luciferase reporter cells, luminescence; higher % means a stronger effect; in the data active = inhibition mostly above about 36%, no sharp cut-off; inactive = mostly below about 34%;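 also: HEK-293T reporter cells stimulated with the NOD1 agonist gamma-tri-DAP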
# HIV peptide binding – cell-free HIV fusion peptide-binding blockers – biochemical, uHTS, fluorescence dequenching, primary screen (AID 1986) | cell-free peptide binding, fluorescence dequenching, 30 min; higher % means a stronger effect | one-dose inhibition, % at 20 µM; IC50 in µM for titrated hits | actives 0.3% (n = 290,000); in the data active = inhibition mostly above about 52%, no sharp cut-off; inactive = mostly below about 76%; also: some results filed as inactive read as strong as hits
# NS5 inhibitors – flavivirus cap methylation enzyme inhibition – biochemical, confirmation dose response, primary screen (AID 588689); actives 0.3% (n = 340,000); inhibition, % at 25 µM; hits with a dose series show IC50 in µM; Dengue-2 NS5 methyltransferase capping enzyme assay, biochemical; higher % means a stronger effect; in the data active = a potency from the dose series; inconclusive = inhibition above about 29% without an active follow-up result
# NS5 inhibitors pilot replicate – further read-out of NS5 inhibitors, marked with its call; inhibition, %; measured here: pilot screen replicate inhibition
# Numbers without * were called inactive; ? = inconclusive; / = not tested or not shown; [ ] = dose if it differs, or a comment. An excerpt. The share of hits here may be higher or lower than overall.
SMILES,GPR55 beta-arrestin,KOR beta-arrestin-1,West Nile virus CPE,GPR35 antagonists,GPR55 LPI antagonism,KOR beta-arrestin-2,NOD1 inhibition,HIV peptide binding,NS5 inhibitors,others
Cc1ccc(OCc2nnc(SCC(=O)c3ccccc3)n2-c2ccccc2)cc1,-0.4%,17%,-1.4%,-11%,1%,1.1%,-28%,-0.5%,-7%,
COc1ccc(-c2c(C#N)c(N)nc3c2c(=O)n(C)c(=O)n3C)cc1,0.0%,-14%,0.0%,9%,-17%,-0.5%,-22%,0.0%,1%,
Clc1ccccc1-c1nc(N/N=C/c2cccnc2)c2ccccc2n1,-0.1%,14%,0.0%,8%,10%,1.9%,6%,-2.8%,3%,
O=C(O)CCC(=O)NCCc1cccc(Cl)c1,-0.1%,-10%[20 µM],0.6%,14%,3%,-4.7%,-3%,1.1%,-3%,
NC(=S)N/N=C/c1ccc(C23CC4CC(CC(C4)C2)C3)cc1,-0.1%,-120%[20 µM],?,-8%,-2%,-2.6%,-45%,2.1%,/,
N#CC1=C(N)SC2(CCCCC2)SC1c1ccccc1 (centres undefined),-0.1%,3%,-0.2%,14%,10%,0.1%,41%,2.2%,-12%,
CSc1ccc(/C=N/NC(=O)CN2CCN(Cc3ccc(C)cc3)CC2)cc1,0.6%,-13%,-0.6%,-6%,13%,-5.1%,-16%,1.3%,0%,
CCOc1ccc(C)cc1S(=O)(=O)NC1CCCCCC1,0.0%,13%,-1.4%,-3%,12%,7.5%,-14%,0.7%,2%,
Cc1c(CCOC(=O)c2cc([N+](=O)[O-])cc([N+](=O)[O-])c2)sc[n+]1CCCCS(=O)(=O)[O-],-0.3%,-10%,1.2%,-6%,4%,-1.3%,-10%,-1.2%,-6%,
CCOc1ccc(N2CC(C(=O)N3CCCc4ccccc43)CC2=O)cc1 (centres undefined),0.3%,-8%,-0.2%,-4%,-8%,1.4%,55%,-1.5%,-7%,
Cc1ccc(NC(=O)c2ccc(Cl)cc2[N+](=O)[O-])nc1,0.0%,-77%[20 µM],-0.6%,11%,-7%,/,-45%,2.0%,0%,
CCOC(=O)C1CCCN(c2c(NCCCN(C)c3ccccc3)c(=O)c2=O)C1 (centres undefined),-0.1%,-28%,0.0%,-9%,-11%,1.3%,0%,-1.7%,-1%,
CCOC(=O)c1cc2c(ccn2C)n1CC(=O)N1CCC(Cc2ccccc2)CC1,0.3%,0%,-1.1%,4%,5%,5.0%,5%,2.5%,9%,
COc1cc(NC(=O)COC(=O)/C=C/c2c(C)nn(C3CCS(=O)(=O)C3)c2Cl)cc(OC)c1OC (centres undefined),0.7%,8%,0.3%,-9%,-2%,7.4%,-13%,1.4%,-2%,
CSCCC(NS(=O)(=O)c1cc(C(=O)O)ccc1Cl)C(=O)O (centres undefined),0.1%,-7%,0.0%,0%,-6%,-2.6%,-41%,0.2%,0%,
Cc1cc(C)c2[nH]c(=O)c(CN(Cc3cccnc3)C(=S)NCCCN(C)C)cc2c1,0.2%,-14%,0.2%,9%,-3%,-1.6%,-9%,-0.3%,-1%,
O=C(Nc1ccc2c(c1)OCCO2)c1ccc(S(=O)(=O)N2CCCCC2)cc1,-0.3%,-12%,0.1%,-14%,2%,-1.9%,-54%,1.7%,-12%,
CCC(C)[C@H](NC(=O)C1CC(=O)N(c2ccc3c(c2)OCO3)C1)C(=O)NC1CCCCC1 (some centres undefined),0.1%,-30%,-0.4%,-10%,15%,-0.4%,-22%,30%,-11%,
CCNC(=S)N/N=C/c1ccc(-c2ccccc2)o1,-0.2%,4%,-0.3%,-12%,-8%,8.3%,17%,-2.1%,-1%,
COc1ccc(S(=O)(=O)n2nc(C)cc2C)cc1OC,-0.1%,4%[20 µM],0.2%,-14%,6%,-3.1%,-21%,-0.9%,1%,
c1ccc2nc(-c3ccc4c(c3)OCO4)ccc2c1,1.1%,-6%,-0.7%,-1%,8%,3.0%,-48%,-0.9%,7%,
Cc1cnc(NC(=O)CCNC(=O)c2ccccc2Cl)s1,-0.4%,2%,0.1%,4%,4%,-4.9%,-38%,0.6%,-14%,
CCc1[nH]nc(C(=O)N2CCCC(N3CCN(c4ccccc4C)CC3)C2)c1C (centres undefined),0.3%,3%,-1.0%,-1%,0%,-0.7%,-11%,-1.6%,3%,
COc1cc(C2Nc3ccccc3C(=O)N2NS(C)(=O)=O)ccc1O (centres undefined),-0.3%,0%,0.4%,-4%,-21%,2.8%,5%,-2.1%,6%,
Cc1ccccc1CC(=O)N1CCCc2ccccc21,-0.1%,2%,-0.6%,7%,5%,-3.2%,-37%,0.5%,-5%,NS5 inhibitors pilot replicate=-4.2
SMILES,GPR55 beta-arrestin,KOR beta-arrestin-1,West Nile virus CPE,GPR35 antagonists,GPR55 LPI antagonism,KOR beta-arrestin-2,NOD1 inhibition,HIV peptide binding,NS5 inhibitors,others
CNc1nc(SC)nc2ccsc12,-0.2%,21%,-0.1%,2%,-7%,-2.8%,-24%,-1.0%,-2%,
Fc1ccccc1CNc1nc(-c2cccnc2)nc2ccccc12,-0.1%,-12%,1.6%,8%,-16%,2.8%,3%,3.3%,-16%,
CCOc1ccc(-c2noc(CCC(=O)NC)n2)cc1OCC,0.3%,16%,0.4%,9%,3%,-7.9%,-14%,-1.9%,-2%,
COC(=O)c1ccccc1NC(=O)Cn1c(=O)oc2ccc(Cl)cc21,0.0%,18%,0.5%,19%,1%,-5.9%,-9%,16%,4%,
N#Cc1nc(Cc2ccccc2)oc1N1CCC(C(N)=O)CC1,-0.2%,8%,-0.2%,-9%,-6%,-2.5%,-5%,1.3%,-3%,
O=c1cc(-c2cccc(Br)c2)nc(-c2ccccc2F)o1,-0.3%,-5%,0.2%,-1%,1%,13%,-16%,3.0%,3%,
Cc1ccc(C(=O)N2CCCCCC2)cc1S(=O)(=O)N1CCOCC1,0.2%,10%,0.4%,0%,4%,-1.9%,-37%,1.3%,-3%,
COc1cccc(/C=N/NC(=O)C[n+]2ccccc2)c1O,1.1%,0%,0.3%,-3%,6%,-0.7%,-35%,1.4%,-7%,
O=S(=O)(Nc1nc2ccccc2nc1Cl)c1ccccc1C(F)(F)F,0.0%,-40%,0.3%,21%,1%,2.0%,-17%,7.4%,-11%,
Cc1nn(-c2ccccc2)c2c1C1(C(=O)N(C(C)C)c3ccccc31)C(C#N)=C(N)O2 (centres undefined),-0.1%,-20%,0.5%,3%,4%,0.3%,6%,-0.2%,-3%,
Cn1ccs/c1=N\S(=O)(=O)c1ccc(Br)cc1,0.0%,26%,0.5%,1%,10%,1.3%,-1%,0.7%,4%,
N#CC1=C(N)Oc2n[nH]c(-c3cccs3)c2C1C1C=CCCC1 (centres undefined),-0.1%,36%,-1.1%,-8%,-2%,-9.6%,1%,3.0%,0%,
COc1ccc2oc(C(=O)NCC(Cc3ccccc3)N(C)C)c(C)c2c1 (centres undefined),-0.2%,-25%,-0.8%,-3%,-8%,0.8%,-52%,0.0%,-11%,
O=C1c2cnc3nc(SCc4ccccc4)nn3c2CC2c3ccccc3CCN12 (centres undefined),0.3%,-27%,0.0%,0%,12%,5.2%,-5%,2.8%,1%,NS5 inhibitors pilot replicate=-1.7
CC(=O)c1ccc(NS(=O)(=O)c2ccc(N)cc2)cc1,-0.1%,-1%[20 µM],-0.3%,9%,6%,/,-15%,-1.3%,1%,
COc1ccccc1CNc1ncccc1[N+](=O)[O-],0.4%,-5%,-0.3%,-2%,-5%,1.9%,-5%,2.2%,-7%,
COc1cccc(OCC(O)CN2CCN(CCO)CC2)c1 (centres undefined),-0.1%,8%,0.4%,2%,5%,-1.6%,-19%,-0.1%,1%,
CN(C)C(=O)COc1ccc(Br)cc1,0.1%,/,-0.6%,-2%,-1%,-2.3%,-19%,-0.3%,-1%,
O=C(CSc1nnc2c(n1)[nH]c1ccc(F)cc12)NC1CC1,-0.3%,3%,0.1%,-11%,-7%,-5.4%,4%,0.9%,-4%,
COCCNc1c2c(nc3c(-c4ccccc4)c(C)nn13)CCC2,-0.1%,3%,-0.5%,3%,0%,2.1%,-8%,-2.9%,5%,
O=C(CN1C(=O)C2CC=CCC2C1=O)Nc1nc2ccc(F)cc2s1 (centres undefined),0.0%,-14%,-0.9%,7%,-7%,5.6%,-17%,1.0%,/,
Cc1ccc(NC(=O)CSC2=NCCN2)cc1,0.1%,11%,0.1%,1%,-2%,-2.1%,-4%,-0.5%,7%,
Clc1ccc(C[n+]2cc(-c3ccccc3)n3c2CCCCC3)c(Cl)c1,-0.1%,-29%[20 µM],1.4%,2%,-3%,7.7%,-1%,-0.3%,-12%,
CN(C(=S)NC1=CCS(=O)(=O)C1)C1CCCCC1,0.0%,-40%,0.3%,8%,-12%,7.2%,16%,-1.3%,4%,NS5 inhibitors pilot replicate=-2.4
COc1ccc(OCC(=O)Nc2cccc(C(=O)Nc3ccccc3C(=O)O)c2)cc1,0.2%,-12%,0.0%,0%,2%,-2.5%,-29%,37%,-1%,
SMILES,GPR55 beta-arrestin,KOR beta-arrestin-1,West Nile virus CPE,GPR35 antagonists,GPR55 LPI antagonism,KOR beta-arrestin-2,NOD1 inhibition,HIV peptide binding,NS5 inhibitors,others
COc1ccc(N)cc1-n1c(C)ccc1C,-0.1%,-5%[20 µM],0.1%,1%,2%,/,-29%,5.5%,?,
CCCC(=O)Nc1cc(-c2nn(C)c(=O)c3ccccc23)ccc1OC,0.7%,20%,2.0%,6%,13%,-6.8%,-32%,2.3%,-8%,
Cc1cccc(C)c1NC(=S)N/N=C1\CC2CC=CC12 (centres undefined),0.2%,5%,0.3%,2%,16%,-4.3%,0%,2.5%,-8%,
O=c1[nH]c(SCc2ccccc2Cl)nc2c1cnn2-c1ccccc1,-0.3%,-34%,0.1%,0%,-3%,1.3%,6%,2.9%,-7%,
Nc1ccc(C(=O)N/N=C\c2cc(N=Nc3cccc4ccccc34)ccc2O)cc1,-0.1%,-12%,?,-9%,7%,4.1%,10%,3.1%,3%,
COc1ccc(C(=O)NCc2nnc(SCC(=O)Nc3cc(C)on3)o2)cc1OC,-0.1%,32%,1.1%,6%,41%,-4.9%,5%,-0.2%,3%,
OC(C#CCN1CCCC1)(c1ccccc1)c1cccc(F)c1 (centres undefined),-0.2%,/,-1.5%,-4%,-3%,-0.2%,-4%,0.1%,-1%,
O=S(=O)(NC1CCCC1)c1ccc(S(=O)(=O)N2CCc3ccccc32)cc1,-0.5%,-5%,-1.4%,-2%,0%,1.0%,16%,-1.5%,-2%,
Nc1nc(NS(=O)(=O)c2ccc(Cl)cc2)nn1-c1ccccc1,-0.3%,-17%,1.1%,11%,5%,8.8%,-8%,-0.4%,7%,
